Abeta yeast res: compounds reversing amyloid beta toxicity in yeast; yeast expressing A-beta42, growth rescue, OD600, 48 h; response scale: 0% DMSO, 100% iron-clioquinol control; 410,000 tested, 0.063% active; Potency, µM (titrated, usually from 46.1 µM), inactives show at the highest dose growth rescue, usual class: activators; also: potency is read from the fitted curve at half-maximal effect; nearly all actives have a fitted effect of over 55% in size
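Yeast growth medium received pinned compounds, then yeast cells expressing toxic A-beta were added; plates incubated at 30 C for 48 hr. Growth read as absorbance at 600 nm, normalized to DMSO and equimolar FeCl3 plus clioquinol controls.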
EPAC1 agonist: agonists of human EPAC1 | O95398 | EPAC1 agonist qHTS, biochemical assay; response scale: 100% = response to 6.5 mM cAMP | Potency, µM (titrated, usually from 154 µM), without a hit: top-dose activation, most hits filed as activators | 360,000 tested, 0.073% active; also: potency is read from the fitted curve at half-maximal effect; nearly all actives have a fitted effect of over 60% in size
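Normalized to 6.5 mM cAMP, activity reflects EPAC1-catalysed release of BODIPY-GDP from Rap1B, followed kinetically over 30 min at 480 nm excitation, 540 nm emission. Reaction contained 100 nM EPAC1, 250 nM Rap1B-BODIPY-GDP, 50 uM GDP.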
FUS yeast rescue: suppressors of FUS proteinopathy in yeast; S. cerevisiae FUS-expressing, growth rescue, OD600, 24 h; Potency, µM (doses to about 76.6 µM), for the others: top-dose growth rescue (activation), hits mostly activators; 390,000 tested, 0.24% active; AID 1347120;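 also: potency is read from the fitted curve at half-maximal effect; plate controls were DMSO vehicle for no effect and reference control for full effect; nearly all actives have a fitted effect of over 55% in size; some results filed as inactive show a strong effect at the top dose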
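Quantitative HTS measuring growth restoration of FUS-toxic yeast. Galactose-induced cells (OD 0.005) were exposed 24hr at 30C to compounds at several concentrations, then absorbance at 600 nm was recorded.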
aSyn rescue: inhibitors of alpha-synuclein toxicity in yeast; Yeast expressing alpha-synuclein, growth rescue, BacTiter-Glo, 24 h; 370,000 tested, 0.14% active; AID 652106; Potency, µM (doses to about 46.1 µM), without a hit: top-dose growth rescue (activation), usual class: activators; also: potency is read from the fitted curve at half-maximal effect; % of control where 0% means no effect; nearly all actives have a fitted effect of over 65% in size
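Readout is rescue of growth in alpha-synuclein-expressing yeast, so inhibitors of toxicity appear as activators. Growth after 24 hr at 30 deg C in galactose medium is quantified by luminescence.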
EPAC1 antagonist: antagonists of human EPAC1; O95398; EPAC1 GEF assay, Rap1b-BODIPY-GDP exchange fluorescence; Potency, µM (titrated, usually from 115 µM), inactives show at the top dose activity change, negative = inhibition, most hits filed as inhibitors; 360,000 tested, 0.14% active; AID 720709;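 also: potency is read from the fitted curve at half-maximal effect; plate controls were vehicle for no effect and positive control for full effect; nearly all actives have a fitted effect of over 50% in size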
PLK1 PBD block: PLK1 (human) polo-box domain binding inhibition | P53350 | Plk1 PBD binding of FITC phosphopeptide, fluorescence polarization | Potency, µM, inactives show max response, negative = inhibition, actives largely listed as inhibitors | 360,000 tested, 2.8% active | AID 720504; also: potency is read from the fitted curve at half-maximal effect; series mostly up to about 57 µM; % is scaled to controls: 0 for no effect and ±100 for the full control effect; nearly all actives have a fitted effect of over 65% in size
Target sequence (P53350 whole entry, looked up, the tested form may be a part): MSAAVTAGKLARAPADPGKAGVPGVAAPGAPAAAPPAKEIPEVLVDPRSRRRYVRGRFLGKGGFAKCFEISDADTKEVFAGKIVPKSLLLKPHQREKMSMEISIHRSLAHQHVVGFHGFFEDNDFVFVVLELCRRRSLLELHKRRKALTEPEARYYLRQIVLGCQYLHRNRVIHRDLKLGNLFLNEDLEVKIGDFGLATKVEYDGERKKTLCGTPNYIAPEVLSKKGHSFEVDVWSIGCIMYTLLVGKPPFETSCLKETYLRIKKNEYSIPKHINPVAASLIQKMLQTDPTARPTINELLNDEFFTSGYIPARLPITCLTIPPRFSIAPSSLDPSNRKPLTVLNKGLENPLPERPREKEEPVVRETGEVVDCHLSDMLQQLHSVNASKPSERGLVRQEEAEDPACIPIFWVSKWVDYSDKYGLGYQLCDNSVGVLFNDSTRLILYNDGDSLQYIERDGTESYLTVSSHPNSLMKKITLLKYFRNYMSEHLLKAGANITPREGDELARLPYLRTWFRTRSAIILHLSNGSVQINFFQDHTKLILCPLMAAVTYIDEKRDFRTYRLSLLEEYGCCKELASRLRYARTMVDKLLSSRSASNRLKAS
IL-2 act: activators of IL-2. IL-2 activation reporter assay, cell-based qHTS; stimulated with anti-CD3/CD4/CD28 beads; in transgenic mouse T cells. activation, % (series mostly up to about 46 µM). 360,000 tested, 0.065% active; in the data active = activation above about 50%; inconclusive = mostly about 30% to 49%; also: 0% is about no effect
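Readout: EGFP and DsRed signals by fluorescent plate cytometry. Unstimulated transgenic mouse T cells received compound 60 min before antibody-bead stimulation, then incubated 18 h at 37 degrees C.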
WRN inhibitor: WRN helicase (human) inhibition. Q14191. Potency, µM (series often up to 114 µM), for the others: at the top dose activity change, negative = inhibition, actives largely listed as inhibitors. 360,000 tested, 0.46% active. WRN helicase unwinding, fluorescent forked duplex, kinetic; also: potency is read from the fitted curve at half-maximal effect; % is scaled to controls: 0 for no effect and ±100 for the full control effect; nearly all actives have a fitted effect of over 55% in size
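WRN at 20 nM final was preincubated with compound for 15 min at room temperature; reaction started with 100 nM forked duplex oligonucleotide carrying fluorophore and quencher plus 2 mM ATP (final). Unwinding followed kinetically by red fluorescence (ex 525/em 598 nm).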
PI5P4Ka inh: PI5P4K alpha (human) kinase inhibition; P48426; PI5P4Kalpha enzyme, ADP-Glo luminescence, 60 min; active compounds read low; AID 652105; max response, %; 330,000 tested, 1.2% active; active = max response of -50% or lower; inconclusive = between -30% and -50%; inactive = -30% or higher; also: value at the top dose of about 77 µM; % is scaled to controls: 0 for no effect and ±100 for the full control effect
Target sequence (P48426 whole entry, looked up): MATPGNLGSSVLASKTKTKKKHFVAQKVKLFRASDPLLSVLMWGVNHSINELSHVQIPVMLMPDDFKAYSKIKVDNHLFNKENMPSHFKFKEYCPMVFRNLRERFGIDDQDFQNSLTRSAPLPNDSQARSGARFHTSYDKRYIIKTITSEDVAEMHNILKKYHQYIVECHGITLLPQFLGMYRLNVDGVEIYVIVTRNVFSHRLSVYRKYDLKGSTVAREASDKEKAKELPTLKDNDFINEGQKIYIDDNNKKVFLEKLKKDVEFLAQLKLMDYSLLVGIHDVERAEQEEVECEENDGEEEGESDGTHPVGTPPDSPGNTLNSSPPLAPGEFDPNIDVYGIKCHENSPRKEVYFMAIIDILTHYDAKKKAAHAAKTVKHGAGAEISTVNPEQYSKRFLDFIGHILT
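PI5P4Kalpha ADP-Glo assay; 5 microM ATP final; 60 min RT reaction; HEPES pH 7.4/EGTA/CHAPS, 5% DMSO; controls lacking substrate or enzyme; luminescent end-point.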
An asterisk follows results filed as active; ? = inconclusive; nt = not tested or not shown; [ ] = dose if it differs, or a comment. Unless noted, calls follow the shape of the dose curve; as a rule, active = well fitted curve in the direction sought with a large enough effect; inconclusive = small, poorly fitted or top-dose-only effect, or another doubt; inactive = no such curve, though single readings can be large; an effect the other way counts as inactive or inconclusive.

SMILES	Abeta yeast res	EPAC1 agonist	FUS yeast rescue	aSyn rescue	EPAC1 antagonist	PLK1 PBD block	IL-2 act	WRN inhibitor	PI5P4Ka inh
CCCCC(OC(=O)c1cc2occc2n1C)C(=O)NCC1CCCO1 (stereo unspecified)	24.9%	0.3%	9.9%	28.6%	3.0%	0.3%	-0.7	-3.6%	nt
COc1cnc(-c2ccccc2)[nH]c1=O	-9.5%	-4.8%	-6.9%	0.0%	-2.7%	-13.9%	-1.6	-15.9%	-0.7
COC(=O)c1sc2ncn(-n3c(C)ccc3C)c(=O)c2c1C	-3.3%	-7.2%	-0.7%	-1.6%	15.1%	-1.4%	-1.8	-1.0%	-1.7
O=C1C2C3C=CC(C4CC34)C2C(=O)N1/N=C/c1ccc(-c2ccc([N+](=O)[O-])cc2)o1 (stereo unspecified)	2.9%	5.4%	-13.9%	12.4%	17.8%	2.3%	-4.6	-2.9%	-2.7
COc1ccc(N2C(=S)NC3N2C(=S)NC3(C)c2ccccc2)cc1 (stereo unspecified)	1.3%	7.0%	0.5%	-1.9%	15.4%	-12.5%	-0.7	-8.7%	0.9
CCC(CC)c1nnc(NC(=O)c2cc(-c3ccccc3)nc3ccccc23)s1	6.7%	0.7%	nt	-11.2%	13.3%	-0.3%	0.3	3.8%	-3.5
O=C(Nc1cccc(F)c1)c1cc(S(=O)(=O)N2CCC(C(=O)O)CC2)ccc1F	-0.2%	3.7%	5.2%	5.0%	-7.1%	-0.6%	0.2	-15.1%	nt
Cc1cccc(Oc2coc3cc(OC(=O)c4cncc(Br)c4)ccc3c2=O)c1	10.2%	11.5%	-16.4%	1.5%	8.1%	-10.4%	-0.4	-15.1%	-8.0
CC(C)(C)OC(=O)NCCCC[C@@H](C(=O)N1CCN(C(=O)OC(C)(C)C)CC1)n1cc(C(CO)NC(=O)OC(C)(C)C)nn1 (stereo partly specified)	5.4%	-1.3%	24.4%	8.3%	-17.6%	-6.7%	0.1	-5.3%	1.1
O=C(COc1ccccc1)NNC(=O)c1cccs1	-3.8%	10.2%	-26.0%	1.9%	2.3%	0.8%	-0.4	-3.1%	-2.0
Cc1cc(C)nc(N/N=C/c2ccccc2OCc2ccc(Br)cc2)n1	3.7%	4.0%	nt	-8.6%	-1.8%	-1.0%	2.2	-16.3%	3.3
CC(=O)Nc1ccc(S(=O)(=O)N(C)CC(=O)NC2CCCCCCC2)cc1	1.9%	6.6%	9.4%	-4.2%	-2.4%	-4.7%	0.9	-23.4%	-6.2
NC(=O)c1sc2nc3c(c(-c4cccs4)c2c1N)CCCCC3	-7.3%	-6.2%	-3.9%	1.3%	-8.4%	-15.5%	-1.5	-1.3%[57.1 µM]	-4.9
CN1CCN(c2ccc(NC(=O)c3ccc(-c4cccc([N+](=O)[O-])c4)o3)cc2)CC1	-11.3%	2.5%	12.4%	0.3%	-7.4%	-8.0%	1.1	-24.7%	5.4
CCN(C(=O)COc1ncnc2scc(-c3ccc(F)cc3)c12)C1CCS(=O)(=O)C1 (stereo unspecified)	2.8%	-0.5%	-8.3%	5.3%	6.1%	-16.3%	1.6	-9.6%	8.3
O=C(Nc1cccc2c1CCCC2)c1cc(C2CCCCN2C(=O)OCCF)on1 (stereo unspecified)	?	18.9%	39.3%	2.3%	-2.8%	-4.4%	-0.2	-6.0%	0.5
CCc1ccc(Nc2nnc(SC3CCOC3=O)s2)cc1 (stereo unspecified)	2.1%	8.6%	18.5%	-4.9%	-16.5%	-9.7%	-2.1	?	8.5
CC1C(=O)N2CCCc3cc(S(=O)(=O)N4CCN(c5ccccc5F)CC4)cc1c32 (stereo unspecified)	-6.9%	-9.6%	11.8%	0.2%	-15.2%	-1.2%	-3.0	8.2%	5.5
Cc1cccc(C(=O)NC2CCN(C(=O)Nc3ccc(F)cc3)CC2)c1	-1.2%	-2.2%	20.7%	-1.5%	-9.2%	-10.6%	-0.4	2.9%	1.0
CNc1ccc(/C=C/C(=O)c2cccc3ccccc23)cc1[N+](=O)[O-]	-10.6%	-8.3%	nt	7.8%	-14.2%	1.5%	-0.4	-8.4%	18.3
CCc1nc2sc3ccccc3c(=O)c2c(=O)n1CCOC	-11.8%	11.9%	6.4%	-4.5%	12.8%	-7.6%	-4.0	9.7%	nt
Cc1cc(C)c2c(N)c(C(=O)c3ccccc3)sc2n1	4.1%	-6.7%	-9.4%	6.1%	5.7%	-1.7%	0.0	3.0%	0.2
CCCCN(C)C(=O)c1nc2ccccn2c1CN1CCC[C@H]1CO	7.4%	0.7%	9.1%	2.7%	-0.9%	1.1%	0.0	2.3%	6.6
Cc1sc(=NC(=O)c2ccco2)n(C)c1-c1ccccc1	-48.5%[inhibitor]	8.8%	0.2%	-25.9%	1.5%	-4.3%	1.1	-6.9%	nt
Cc1nn(-c2ccccc2)c(C)c1C(=O)Nc1ccc(N2CCOCC2)cc1	-3.6%	-7.8%	-2.9%	0.5%	13.4%	-4.7%	0.3	-1.1%	-6.6
C=CC(=O)Nc1cccc(Oc2cc(Cl)nc3[nH]ccc23)c1	-4.8%	11.6%	?	4.1%	-1.2%	-4.1%	0.4	-1.9%	0.5
Cc1ccc(S(=O)(=O)/N=C(/Nc2ccc(F)cc2F)c2ccccc2)cc1	-2.9%	1.4%	8.9%	11.6%	16.8%	-10.3%	0.7	0.0%	10.7
CCN(Cc1nc(-c2ccc(Cl)cc2)no1)CC1CCCO1 (stereo unspecified)	-23.0%	-1.5%	-10.6%	?	5.0%	-13.5%	-2.0	-5.7%	0.2
COc1cc2c(cc1OC)C(C)N(C(=O)c1cc3c(s1)-c1ccccc1OC3)CC2 (stereo unspecified)	-49.0%[inhibitor]	1.7%	?	?	-17.2%	-2.6%	-3.3	-3.0%	-0.5
CN(Cc1ccccc1)C(=O)COC(=O)C1=NNC(=O)CC1	3.6%	-0.4%	-18.7%	0.7%	-10.0%	-3.5%	-0.3	10.2%	1.3
CCSc1nc2ccccc2n1S(=O)(=O)c1ccccc1	-0.9%	-22.8%	-10.4%	6.2%	-6.5%	-8.6%	-1.1	1.8%	2.8
Cc1cccc(C=CC(=O)c2ccccc2)c1	-22.1%	24.4%	1.7%	-1.6%	-19.3%	-11.5%	-0.8	-33.8%	1.9
O=C1c2ccccc2NC2(CCCCC2)N1N=C1CCCCC1	3.2%	1.3%	nt	-4.6%	2.5%	-0.1%	2.5	-6.8%	-6.3
CCOC(=O)C1=C(CS(=O)(=O)c2ccc(C)cc2)NC(=O)NC1c1ccc(O)c(OC)c1 (stereo unspecified)	13.3%	10.7%	1.5%	21.6%	14.1%	?	-1.3	-3.1%	-0.2
CCOc1ccc(CN(C)Cc2cc(=O)oc3cc(C)c(Cl)cc23)cc1	3.6%	6.1%	3.8%	15.8%	-2.8%	-20.2%	0.2	8.7%	-0.9
CC(C)(C)C(=O)Nc1cccc(OC(F)(F)C(F)Cl)c1 (stereo unspecified)	-5.5%	-7.4%	-17.2%	-5.8%	-2.8%	3.9%	-1.3	-3.0%	-10.5
CN(C(=O)c1cccc(NC(=O)Cc2ccc(NC(=O)C3CCCN(S(=O)(=O)c4cccc([N+](=O)[O-])c4)C3)cc2)c1)C1CCCC1 (stereo unspecified)	-4.4%	-21.2%	40.4%	3.1%	-11.1%	?	0.1	4.6%	?
Cn1cnc([N+](=O)[O-])c1Sc1nnc(-c2cccnc2)n1C	-18.3%	-5.5%	-15.0%	-7.4%	-0.9%	-17.6%	-2.2	-1.5%	0.0
CCOc1ccc(C(=O)c2cc([N+](=O)[O-])ccc2N2CCOCC2)cc1	14.0%	13.9%	14.2%	13.4%	8.4%	9.7%	-3.0	?	0.2
O=C(O)C1OC(Oc2c(-c3ccc(O)c(O)c3)oc3cc(O)cc(O)c3c2=O)C(O)C(O)C1O (stereo unspecified)	-4.9%	4.2%	-7.3%	2.1%	-25.3%	-12.0%	1.6	?	?
O=C(Nc1ccccc1F)c1ccc2sc([C@H]3C[C@H](O)[C@@H](CO)O3)nc2c1	-10.7%	-19.5%	-16.8%	-1.4%	-6.8%	-3.9%	-0.4	-1.9%	-1.8
CCN(CC)CCNC(=O)c1ccc(NC(=O)c2ccc(F)cc2F)cc1	3.3%	-0.7%	8.2%	8.6%	5.6%	-2.3%	0.5	4.6%	-1.9

For reference, some entries already given.
SMILES	Abeta yeast res	EPAC1 agonist	FUS yeast rescue	aSyn rescue	EPAC1 antagonist	PLK1 PBD block	IL-2 act	WRN inhibitor	PI5P4Ka inh
CCSc1nc2ccccc2n1S(=O)(=O)c1ccccc1	-0.9%	-22.8%	-10.4%	6.2%	-6.5%	-8.6%	-1.1	1.8%	2.8
Cc1cccc(C=CC(=O)c2ccccc2)c1	-22.1%	24.4%	1.7%	-1.6%	-19.3%	-11.5%	-0.8	-33.8%	1.9
O=C1c2ccccc2NC2(CCCCC2)N1N=C1CCCCC1	3.2%	1.3%	nt	-4.6%	2.5%	-0.1%	2.5	-6.8%	-6.3
CCOC(=O)C1=C(CS(=O)(=O)c2ccc(C)cc2)NC(=O)NC1c1ccc(O)c(OC)c1 (stereo unspecified)	13.3%	10.7%	1.5%	21.6%	14.1%	?	-1.3	-3.1%	-0.2

Full records, looked up by structure. Order of screens: Abeta yeast res, EPAC1 agonist, FUS yeast rescue, aSyn rescue, EPAC1 antagonist, PLK1 PBD block, IL-2 act, WRN inhibitor, PI5P4Ka inh
`Cn1cnc([N+](=O)[O-])c1Sc1nnc(-c2cccnc2)n1C` across the screens: -18.3%, -5.5%, -15.0%, -7.4%, -0.9%, -17.6%, -2.2, -1.5%, 0.0
`O=C1c2ccccc2NC2(CCCCC2)N1N=C1CCCCC1` across the screens: 3.2%, 1.3%, nt, -4.6%, 2.5%, -0.1%, 2.5, -6.8%, -6.3

Screening data from PubChem BioAssay.
